GluA2 TARP mod = modulators of AMPA receptor GluA2-stargazin complexes; calls only at 30 µM; actives 3.5% (n = 40,000); HEK293 GluA2+stargazin, membrane potential dye (FDSS), glutamate EC50; hits were called plate by plate, in both directions; O88602+P19491;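 active = any of four per-well response measures lying three or more SD from its plate-wide compound average, in either direction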
Target sequence (O88602 whole entry, looked up): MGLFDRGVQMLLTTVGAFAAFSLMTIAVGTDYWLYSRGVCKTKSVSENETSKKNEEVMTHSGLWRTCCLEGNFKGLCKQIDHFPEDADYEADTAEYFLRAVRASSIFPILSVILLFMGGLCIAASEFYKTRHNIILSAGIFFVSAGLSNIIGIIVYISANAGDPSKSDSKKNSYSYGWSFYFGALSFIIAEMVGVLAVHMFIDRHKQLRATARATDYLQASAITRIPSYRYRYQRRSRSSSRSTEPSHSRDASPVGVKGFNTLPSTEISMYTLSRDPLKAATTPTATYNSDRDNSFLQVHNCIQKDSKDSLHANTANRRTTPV
Target sequence (P19491 whole entry, looked up): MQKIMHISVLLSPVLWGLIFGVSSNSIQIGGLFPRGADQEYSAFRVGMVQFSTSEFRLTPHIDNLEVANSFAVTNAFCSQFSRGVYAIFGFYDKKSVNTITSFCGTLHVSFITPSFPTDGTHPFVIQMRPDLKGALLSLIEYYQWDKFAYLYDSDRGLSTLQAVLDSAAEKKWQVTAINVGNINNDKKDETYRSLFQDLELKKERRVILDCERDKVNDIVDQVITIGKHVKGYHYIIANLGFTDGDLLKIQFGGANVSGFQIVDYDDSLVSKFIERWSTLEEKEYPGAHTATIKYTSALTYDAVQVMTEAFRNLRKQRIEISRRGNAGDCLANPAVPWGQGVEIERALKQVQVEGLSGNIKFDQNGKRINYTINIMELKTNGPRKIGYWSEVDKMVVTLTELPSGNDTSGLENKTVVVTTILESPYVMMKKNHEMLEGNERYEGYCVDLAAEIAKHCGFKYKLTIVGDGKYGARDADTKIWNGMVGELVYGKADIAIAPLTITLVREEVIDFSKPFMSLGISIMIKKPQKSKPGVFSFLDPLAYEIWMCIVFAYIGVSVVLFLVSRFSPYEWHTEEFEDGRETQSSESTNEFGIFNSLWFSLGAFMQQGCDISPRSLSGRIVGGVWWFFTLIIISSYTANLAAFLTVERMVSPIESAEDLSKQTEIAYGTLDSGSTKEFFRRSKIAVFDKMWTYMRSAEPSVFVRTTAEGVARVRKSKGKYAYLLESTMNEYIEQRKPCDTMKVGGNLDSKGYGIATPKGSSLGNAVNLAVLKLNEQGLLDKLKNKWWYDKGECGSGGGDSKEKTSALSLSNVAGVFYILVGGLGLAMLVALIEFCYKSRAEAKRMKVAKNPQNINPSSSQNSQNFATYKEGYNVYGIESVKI
GluA2 TARP mod agonism max-min = further read-out of GluA2 TARP mod, marked with its call; compound max-min signal; compound-alone response (agonism);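 unitless range of fluorescence divided by baseline over first 100 seconds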
GluA2 TARP mod glutamate slope = recorded beside GluA2 TARP mod, whose call it bears; glutamate slope, % of max; measured here: glutamate response slope, % max;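 scaled per plate between vehicle wells and maximal 1 mM glutamate control wells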
* = called active by the depositor; i = inactive; & = joins results of further samples.

Structure	GluA2 TARP mod glutamate slope	GluA2 TARP mod agonism max-min	GluA2 TARP mod
CNC(=O)CSc1nc(-c2ccccc2)c(NC(=O)c2ccccc2OC)s1	74	0.05	i
COc1ccc(C)cc1NC(=O)C(=O)NCC(O)c1ccc(C(F)(F)F)cc1 (centres undefined)	34	0.11	i
COCC(=O)Nc1cc(-c2ccco2)nn1-c1nc(C)cc(=O)[nH]1	86	0.19	i
CN(C1CCCCC1)S(=O)(=O)c1ccc(I)cc1	69	0.07	i
O=S(=O)(NCC1(O)CCCC1)c1cc(F)ccc1F	70	0.099	i
Cc1nc(NCc2ccco2)nc(N2CCOCC2)c1[N+](=O)[O-]	67	0.11	i
O=C(COc1ccc2c(=O)c(-c3ccccc3)coc2c1)c1ccc(F)cc1	59	0.042	i
O=C(CN1C(=O)CCC1=O)N(Cc1ccccn1)Cc1ccco1	56	0.12	i
CCOc1ccc(C(=O)N2CCN(c3ccc(Nc4ccncc4)nn3)CC2)cc1	44	0.26	i
Cc1ccc2nc3c(cc(C(=O)NCCN4CCOCC4)n3Cc3ccccc3)c(=O)n2c1	66	0.14	i
O=[N+]([O-])c1ccc(C2=Nc3ccccc3N=C(c3cc(Cl)ccc3O)C2)cc1	30	0.083	i
Cc1nn(-c2nc3c(c(=O)n(CC(N)=O)c(=O)n3C)n2C)c(C)c1C	34	0.076	i
CC(C)(C)OC(=O)NCC(=O)Cc1ccncc1	84	0.094	i
CC(C(=O)NCc1ccc(F)cc1F)n1nnc2ccccc2c1=O (centres undefined)	54	0.1	i
CN(C)S(=O)(=O)c1ccc(C(=O)Nc2ccc3c(c2)N(C(=O)c2ccco2)CC3)cc1	63	0.18	i
CC(=O)NCCn1ncc2c(N3CCCCCC3)ncnc21	53	0.12	i
O=C(NCC1CCN(Cc2cccs2)CC1)C(=O)NC1CC1	61	0.092	i
NC(=O)c1ccc(NC(=O)CCCn2nc(-c3ccccc3)ccc2=O)cc1	61	0.089	i
COc1cccc(NC(=O)Cn2cc(OC)c(=O)cc2CSc2nnc(C)s2)c1	61	0.062	i
COc1ccc(CNC(=O)NCC2CCN(C(=O)c3ccccc3F)CC2)cc1	56	0.034	i
COc1ccc(C)cc1-n1c(C)cn2c3c(=O)n(CC(C)=O)c(=O)n(C)c3nc12	54	0.059	i
COc1ccc(CNC(=O)NCC2(O)CCCC2)cc1OC	58	0.072	i
C=CCn1c(=NC(=O)Cc2ccc(S(C)(=O)=O)cc2)sc2cc(F)cc(F)c21	65	0.058	i
O=C(NCC1CCN(C(=O)Oc2ccccc2)CC1)C(=O)Nc1ccccc1Cl	55	0.11	i
COc1ccc(NC(=O)CSc2ccc(NC(=O)c3ccc(C)cc3)nn2)cc1OC	47	0.037	i
Cn1nnc2c(NCCCn3ccnc3)ncnc21	52	0.08	i
Cn1cc(C(=O)N2CCCCCC2)cc(NC(=O)c2ccccc2C(F)(F)F)c1=O	53	0.076	i
Cc1cccc2sc(NC(=O)CCc3csc(NC(=O)c4ccco4)n3)nc12	69	0.13	i
CS(=O)(=O)N1CCC(CNC(=O)Nc2ccc(C(F)(F)F)cc2)CC1	53	0.14	i
Cc1nnsc1C(=O)N1CCC(CNC(=O)c2ccc3nsnc3c2)CC1	39	0.051	i

Arranged by heavy-atom count (largest number first): part of the list above
Structure	GluA2 TARP mod glutamate slope	GluA2 TARP mod agonism max-min	GluA2 TARP mod
O=C(NCC1CCN(C(=O)Oc2ccccc2)CC1)C(=O)Nc1ccccc1Cl	55	0.11	i
C=CCn1c(=NC(=O)Cc2ccc(S(C)(=O)=O)cc2)sc2cc(F)cc(F)c21	65	0.058	i
Cc1nnsc1C(=O)N1CCC(CNC(=O)c2ccc3nsnc3c2)CC1	39	0.051	i
CC(C(=O)NCc1ccc(F)cc1F)n1nnc2ccccc2c1=O (centres undefined)	54	0.1	i
Cn1nnc2c(NCCCn3ccnc3)ncnc21	52	0.08	i

Other compounds
Structure	GluA2 TARP mod glutamate slope	GluA2 TARP mod agonism max-min	GluA2 TARP mod
Cn1c2c(c(=O)[nH]c1=O)C(c1ccc(F)cc1)NC(=O)N2 (centres undefined)	63	0.063	i
CCOC(=O)c1ccc(NC(=O)CSc2c(CC(C)C)cnc3c2c(=O)n(C)c(=O)n3C)cc1	72	0.044	i
CCn1nnc2c(=O)n(CC(=O)N3CCOCC3)cnc21	63	0.084	i
O=C(Cc1cc(-c2ccco2)on1)Nc1ccc(F)c(F)c1F	40	0.06	i
NC(=O)C1Cc2ccccc2N1C(=O)NCc1cccc2ccccc12 (centres undefined)	62	0.054	i
COc1ccc(NC(=O)CS(=O)(=O)c2ccc(Cl)s2)c(OC)c1	45	0.096	i
O=C(CN1CCNCC1)C1CC1	58	0.04	i
Cc1[nH]c(=O)[nH]c(=O)c1CC(=O)NC1CCCCC1	79	0.13	i
COc1cc(OC)cc(C(=O)NCC(c2cccs2)N(C)C)c1 (centres undefined)	48	0.043	i
CCS(=O)(=O)c1ccc(CC(=O)Nc2sccc2C(=O)OC)cc1	70	0.043	i
O=C(c1ccc(Cn2c(=S)[nH]c3cc4c(cc3c2=O)OCO4)cc1)N1CCc2ccccc2C1	84	0.098	i
O=C(c1ccc(S(=O)(=O)N2CCc3ccccc3C2)cc1)N1CCCc2ccccc21	73	0.042	i
CSc1ccccc1CN1CCC(CNC(=O)c2cnc3ccccc3n2)CC1	51	0.077	i
COc1ccccc1NC(=O)CC(NCC1CCCO1)C(=O)O (centres undefined)	56	0.041	i
CCc1ccccc1NC(=O)CCCn1nc(-c2cccc(OC)c2)ccc1=O	39	0.037	i
O=C(NCC(O)(c1ccccc1)C(F)(F)F)c1cc2ccccc2o1 (centres undefined)	49	0.15	i
CCCCn1c(N)c(S(=O)(=O)c2cccs2)c2nc3ccccc3nc21	71	0.13	i
O=C(NCCc1ccccc1)NCC(O)Cc1ccccc1 (centres undefined)	74	0.14	i
COc1ccc(-c2nnc(C3CCCN(C(=O)Nc4ccccc4OC)C3)s2)cc1 (centres undefined)	67	0.063	i
Cc1c(C)n2c3c(=O)n(CC(N)=O)c(=O)n(C)c3nc2n1-c1cccc(Cl)c1	57	0.094	i
CCCN1C(=O)NC2(CCN(S(=O)(=O)CCC)CC2)C1=O	37	0.06	i
COc1ccc(SCC(=O)Nc2nc3ccc4nc(C)sc4c3s2)cc1	55	0.12	i
CCCCNC(=O)CCCn1c(=S)[nH]c2ccc(Br)cc2c1=O	79	0.12	i
O=C(Nc1ccc(CC(=O)N2CCOCC2)cc1)C1CC1	33	0.05	i
CC1(C)OC2OC(C(=O)Nc3ccc(F)cc3)C3OC(C)(C)OC3C2O1 (centres undefined)	28	0.037	i
O=C(Cc1cc(-c2ccc(F)cc2)on1)NCCC1=CCCCC1	57	0.081	i
Cc1ccc(C)c(S(=O)(=O)N2CCN(c3c(C)cccc3C)CC2)c1	85	0.11	i
Cc1cc(C)c(S(=O)(=O)NCc2cccnc2)cc1N(C)S(C)(=O)=O	64	0.11	i
CC(C)c1ccc(-n2nnnc2SCC(=O)NCc2ccco2)cc1	56&114	0.056&0.029	i
OCCN1CCN(c2cc(-c3ccccc3)nc3c(-c4ccccc4)cnn23)CC1	45	0.12	i
CC12CC(NC(=O)N1c1cccc(C(=O)N3CCN(c4ccc(F)cc4)CC3)c1)c1ccccc1O2 (centres undefined)	36	0.038	i
C=CCc1ccccc1OCC(O)CN1CCN(CCO)CC1 (centres undefined)	66	0.088	i
CCOC(=O)c1c(NC(=O)c2ccc(-n3cnnn3)cc2)sc2c1CCC(C)C2 (centres undefined)	71	0.14	i
Cc1nc(N2CCN(S(=O)(=O)c3ccc(-c4csc(C)n4)s3)CC2)cc(-n2ccnc2)n1	51	0.1	i
COC(=O)C1=C(C)NC2=C(C(=O)CCC2)C1c1ccc(C(C)C)cc1 (centres undefined)	37	0.087	i
Cc1cccc(NS(=O)(=O)c2ccc(C(C)(C)C)cc2)n1	46	0.096	i
COc1cccc(CNC(=S)Nc2ccc(Cl)cc2C)c1	41	0.079	i
CCOc1ccc2nc(NC(=O)c3ccc(S(=O)(=O)N(C)C)o3)sc2c1	54	0.11	i
CCN(CC)C(=O)C(=O)c1cn(CC(=O)N2CCOCC2)c2ccccc12	53	0.051	i
CCOc1ccccc1S(=O)(=O)NCC1CCS(=O)(=O)C1 (centres undefined)	66	0.097	i
COc1cc(OC)cc(C(=O)N2CCN(c3ncnc4c3nnn4-c3cccc(F)c3)CC2)c1	51	0.11	i
CS(=O)(=O)N1CCN=C1SCc1ccccc1Cl	56	0.087	i
COc1ccc(NC(=O)CSc2nc3c(c(=O)[nH]2)CCCC3)c(OC)c1	70	0.12	i
O=C(Nc1ccc2c(c1)OCCO2)c1ccc(=O)n(Cc2cccc(C(F)(F)F)c2)c1	48	0.051	i
Cc1ccc(S(=O)(=O)N2CCN(c3ccccc3)CC2)cc1	57	0.059	i
CCCCN1C(SCC(=O)N2CCC(C)CC2)=NS(=O)(=O)c2ccccc21	63	0.076	i
COc1ccc(OC)c(S(=O)(=O)NCC(c2cccn2C)N2CCCC2)c1 (centres undefined)	53	0.053	i
Cn1c(-c2ccccc2)nn(CCNS(=O)(=O)c2ccc(Cl)s2)c1=O	54	0.094	i
O=C(NCc1cccs1)N1CCN(C(=O)c2cnn3ccccc23)CC1	56	0.1	i
Cc1ccccc1OCC(O)Cn1c(N2CCN(C)CC2)nc2c1c(=O)n(C)c(=O)n2C (centres undefined)	58	0.061	i
CN(C)S(=O)(=O)N1CCN(CC(=O)Nc2cc(Cl)ccc2Cl)CC1	62	0.091	i
O=C(O)CC1C(=O)NCCN1CC(c1ccccc1)c1ccccc1 (centres undefined)	53	0.038	i
COc1ccc(Cl)cc1C(=O)N(CC1CCCO1)c1nc2c(F)cccc2s1 (centres undefined)	74	0.067	i
COCCNC(=O)Cc1ccc(NC(=O)C(C)(C)C)cc1	49	0.12	i
CCn1ccnc1N1CCN(C(=O)c2cccc(C(F)(F)F)c2)CC1	70	0.079	i
COc1cccc(NC(=O)C(=O)Nc2ccc3c(c2)N(S(=O)(=O)c2ccc(C)cc2)CCC3)c1	61	0.077	i
O=C(NC(=S)NC1CCSC1=O)c1ccc([N+](=O)[O-])cc1 (centres undefined)	60	0.14	i
NC(=O)Cn1nnn(-c2ccc(NS(=O)(=O)c3ccc4c(c3)CCCC4)cc2)c1=O	58	0.12	i
O=C(NCCn1ncc2c(N3CCOCC3)ncnc21)c1c(F)cccc1Cl	47	0.064	i
O=C(Nc1cccc(N2CCCCC2=O)c1)c1cccs1	56	0.089	i

Taken from above:
For GluA2 TARP mod glutamate slope, CCOc1ccc2nc(NC(=O)c3ccc(S(=O)(=O)N(C)C)o3)sc2c1 shows 54
For GluA2 TARP mod glutamate slope, COc1ccc(OC)c(S(=O)(=O)NCC(c2cccn2C)N2CCCC2)c1 (centres undefined) shows 53

Continued.
Structure	GluA2 TARP mod glutamate slope	GluA2 TARP mod agonism max-min	GluA2 TARP mod
COc1ccc(-c2noc(CSc3nc4ccsc4c(=O)[nH]3)n2)cc1OC	59	0.095	i
O=C(NC1CCCCC1)N1CCN(Cc2nc(-c3ccccc3)cs2)CC1	48	0.13	i
CSCCC(C)(O)CNC(=O)C(=O)Nc1ccccc1 (centres undefined)	55	0.12	i
CCCN1C(=O)CC(N2CCOCC2)C1=O (centres undefined)	55	0.12	i
O=C(NCC1CCN(c2ccccn2)CC1)Nc1cccc(C(F)(F)F)c1	57	0.094	i
CC(C)N1CCC(CNC(=O)c2ccc(C(C)(C)C)cc2)CC1	27	0.037	i
Cc1cc(NC(=O)CSc2nnc(Cc3c(C)[nH]c(=O)[nH]c3=O)o2)no1	51	0.072	i
CC1(C)Cc2cccc(OCC(=O)N3CCC(c4ccsc4)CC3)c2O1	79	0.077	i
O=C(Cc1cc(-c2cc3ccccc3o2)on1)Nc1ccon1	38	0.057	i
Cn1c(NCc2cc(Br)ccc2O)nc2ccccc21	37	0.097	i
Cc1cc(C(=O)NCC2CCN(S(C)(=O)=O)CC2)no1	45	0.065	i
CN(C)c1ccc(NC(=O)CN2CCN(c3ccccn3)CC2)cc1	35	0.07	i
Cc1ccc(S(=O)(=O)N(C)c2ccc(C(=O)NCc3cccnc3)cc2)cc1	66	0.09	i
O=C(C(=O)N(CCc1ccccc1)Cc1ccccc1)c1c[nH]c2ccccc12	55	0.15	i
COCCN1CCC(CNC(=O)C(=O)NCc2ccccc2Cl)CC1	57	0.061	i
O=C1N(CCc2ccccc2)c2ccc(Cl)cc2C12OCCCO2	59	0.044	i
O=C(CCSc1ccccc1)NCC(O)(c1ccccc1)C(F)(F)F (centres undefined)	61	0.11	i
Cc1ccccc1NC(=O)CN1N=NC2C(=O)N(c3ccc(Br)cc3)C(=O)C21 (centres undefined)	58	0.068	i
O=C(NCCOc1ccc(F)cc1)C(=O)Nc1ccc(Cl)cn1	49	0.11	i
COc1cn(CC(=O)NCc2ccco2)c(CSc2ccc(C)cc2)cc1=O	52	0.11	i

Full records, quoted from the list. Order of screens: GluA2 TARP mod glutamate slope, GluA2 TARP mod agonism max-min, GluA2 TARP mod
`Cc1ccc(S(=O)(=O)N(C)c2ccc(C(=O)NCc3cccnc3)cc2)cc1` is entered as 66, 0.09, i
`O=C(C(=O)N(CCc1ccccc1)Cc1ccccc1)c1c[nH]c2ccccc12` is entered as 55, 0.15, i
`O=C(Cc1cc(-c2cc3ccccc3o2)on1)Nc1ccon1` is entered as 38, 0.057, i

Screens deposited in PubChem by Vanderbilt High Throughput Screening Facility.

Only part of the results is shown. The share of hits here may be higher or lower than overall.
